Rac1 wt GTP bind – wildtype Rac1 GTP binding modulators, primary screen, biochemical, GST-Rac1 beads, flow cytometry, multiplex; Ras-related C3 botulinum toxin substrate 1 (Homo sapiens), P63000; fluorescent GTP binding; actives lie on both sides; 0 = cold GTP competed, 100 = untreated; GTP binding activity (% of control), % at 10 µM; hit rate 0.27% among 190,000; AID 757, 2007;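 active = GTP binding activity at least 20 points away from the 100% control level, either lower or higher; inconclusive = compound flagged as likely green fluorescent, judged across all proteins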
Rab2 wt GTP – modulators of GTP binding to Rab2A wildtype, primary screen, biochemical, dog, bead-based flow cytometry, multiplex; Ras-related protein Rab-2A (Canis lupus familiaris), P61105; GST-Rab2 wt beads, Bodipy-GTP binding; GTP binding activity, % at 10 µM; hit rate 0.19% among 190,000;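 active = GTP binding activity at least 20 points away from 100%, either lowered or raised; inconclusive = signal likely due to the compound's own green fluorescence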;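 note: 0% = beads with excess unlabeled GTP and 100% = no-compound control corrected for plate trend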
Bim-Bcl-XL – inhibitors of Bim-Bcl-XL binding, primary screen, biochemical, multiplexed, bead flow cytometry, human Bcl-XL; inhibition, % at 10 µM; Bcl-2-like protein 1 (Homo sapiens), Q07817; hit rate 0.04% among 190,000; AID 1007, 2008; Bim peptide-Bcl-XL binding, fluorescence
Target sequence (Q07817 whole entry, looked up): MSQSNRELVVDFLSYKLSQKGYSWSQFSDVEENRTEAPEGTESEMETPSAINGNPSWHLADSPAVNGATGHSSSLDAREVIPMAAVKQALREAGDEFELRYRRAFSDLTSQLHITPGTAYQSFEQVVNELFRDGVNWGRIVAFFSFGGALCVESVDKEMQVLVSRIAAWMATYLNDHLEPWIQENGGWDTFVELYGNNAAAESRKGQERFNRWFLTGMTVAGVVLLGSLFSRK
Bim-Bcl-B – inhibitors of Bim-Bcl-B binding, primary screen, biochemical, multiplexed, human Bcl-2 family. Bcl-2-like protein 10 (Homo sapiens), Q9HD36. bead-based flow cytometry, Bim peptide-Bcl-B binding. inhibition, % at 10 µM. hit rate 0.073% among 190,000. AID 951, 2007;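 note: 0% = tracer peptide without compound and 100% = reference inhibitor peptide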
Target sequence (Q9HD36 whole entry, looked up): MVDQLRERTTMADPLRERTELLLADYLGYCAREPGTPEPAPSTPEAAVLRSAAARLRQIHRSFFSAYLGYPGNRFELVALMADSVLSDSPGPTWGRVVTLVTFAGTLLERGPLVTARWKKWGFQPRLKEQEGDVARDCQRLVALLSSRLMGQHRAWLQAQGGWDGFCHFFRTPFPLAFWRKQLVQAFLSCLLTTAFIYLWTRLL
Rab7 wt modul – modulators of GTP binding to Rab7, primary screen, biochemical, wildtype, multiplex bead flow cytometry. Rab7 GTPase wild type (dog), Bodipy-FL-GTP binding. GST-Rab7 beads, fluorescent GTP binding; actives lie on both sides; untreated = 100%, excess cold GTP = 0%. GTP binding activity (percent of control), % at 10 µM. hit rate 0.055% among 190,000. AID 758, 2007;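 active = fluorescent GTP binding to Rab7 beads changed by at least 20 points from the 100% baseline, either direction, mostly lower; inconclusive = compound itself probably fluorescent, or too few beads counted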;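 note: median green fluorescence of bound Bodipy-FL-GTP per Rab7 bead population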
Rac1 act GTP bind – GTP binding modulators of activated mutant Rac1, primary screen, biochemical, bead-based flow cytometry, multiplex, fluorescent GTP; Ras-related C3 botulinum toxin substrate 1 (Homo sapiens), P63000; GST-Rac1 activated beads; actives lie on both sides; 100% means binding = to untreated wells; percent activity (GTP binding), % at 10 µM; hit rate 0.11% among 190,000;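 active = GTP binding at least 20 percentage points away from the 100% baseline, in either direction, so actives lie on both sides; inconclusive = Compound likely fluorescent itself, or too few beads counted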
Cdc42 wt – modulators of GTP binding to wildtype Cdc42, primary screen, biochemical, multiplex bead flow cytometry, Bodipy-GTP | Cell division control protein 42 homolog (Homo sapiens), P60953 | GST-Cdc42 beads; actives lie on both sides | percent activity (GTP binding), % at 10 µM | hit rate 0.2% among 190,000 | AID 761, 2007;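 active = percent activity GTP binding at least 20 points away from the 100% baseline, either down as inhibitor or up as activator; inconclusive = compound flagged as likely green fluorescent from well-wide comparison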;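 note: median bead fluorescence of bound Bodipy-FL-GTP at 100 nM; 0% = excess unlabeled GTP control and 100% = no compound control; below 100% means less GTP binding so inhibitor and above means activator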
Target sequence (P60953 whole entry, looked up): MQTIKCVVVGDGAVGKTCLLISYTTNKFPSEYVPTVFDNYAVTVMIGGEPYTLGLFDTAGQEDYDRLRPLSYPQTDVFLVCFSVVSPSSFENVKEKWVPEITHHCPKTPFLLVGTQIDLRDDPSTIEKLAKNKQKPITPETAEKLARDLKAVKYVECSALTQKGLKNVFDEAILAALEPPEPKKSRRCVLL
Bim-Bcl-W – inhibitors of Bim binding to Bcl-W, primary screen, biochemical, multiplexed, bead-based flow cytometry; Bcl-2-like protein 2 (Homo sapiens), Q92843; Bim peptide-Bcl-W binding; inhibition, % at 10 µM; hit rate 0.02% among 190,000; AID 952, 2007;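 note: 0% = bound tracer without compound and 100% = peptide blocker; higher means less fluorescent Bim peptide bound to Bcl-W beads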
Target sequence (Q92843 whole entry, looked up): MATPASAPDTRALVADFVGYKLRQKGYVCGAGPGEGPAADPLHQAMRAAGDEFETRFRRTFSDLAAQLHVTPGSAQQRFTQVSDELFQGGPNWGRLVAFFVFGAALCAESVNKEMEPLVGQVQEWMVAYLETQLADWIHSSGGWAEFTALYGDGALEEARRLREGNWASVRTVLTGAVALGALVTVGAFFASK
Bim-Bcl-2 – inhibitors of Bim-Bcl-2 binding, primary screen, biochemical, multiplexed, human Bcl-2 family; hit rate 0.06% among 190,000; Bead-based flow cytometry, Bim peptide-Bcl-2 binding; inhibition, % at 10 µM; Apoptosis regulator Bcl-2 (Homo sapiens), P10415; in the data active = inhibition above about 40%; inconclusive = no clear call, values can overlap the other calls;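 note: 0% = no compound wells with probe peptide and 100% = reference peptide inhibitor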
HRas wt GTP – modulators of GTP binding to HRas wildtype, primary screen, biochemical, bead-based flow cytometry, multiplex | GTP binding activity, % at 10 µM | hit rate 0.14% among 190,000 | GTPase HRas (Homo sapiens), P01112 | AID 759, 2007 | GST-Ras wt beads, Bodipy-FL-GTP binding; actives lie on both sides;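 active = GTP binding activity at least 20% away from the 100% baseline, either lowered as inhibitor or raised as activator; inconclusive = flagged as likely green fluorescent, judged across all proteins in the well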;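 note: 0% = unlabeled GTP competition control and 100% = no-compound control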
Target sequence (P01112 whole entry, looked up): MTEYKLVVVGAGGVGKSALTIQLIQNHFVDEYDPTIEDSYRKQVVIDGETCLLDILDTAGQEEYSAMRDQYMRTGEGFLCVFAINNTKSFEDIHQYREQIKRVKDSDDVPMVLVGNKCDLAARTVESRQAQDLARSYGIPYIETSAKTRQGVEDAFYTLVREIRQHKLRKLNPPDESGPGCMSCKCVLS
Bfl-1 Bim block – inhibitors of Bim binding to Bfl-1, primary screen, biochemical, multiplexed, bead-based flow cytometry; inhibition, % at 10 µM; AID 1008, 2008; hit rate 0.12% among 190,000; Bcl-2-related protein A1 (Homo sapiens), Q16548; Bim-Bfl-1 binding inhibition;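 note: 0% = wells without compound plus tracer and 100% = blocker peptide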
* = called active by the depositor; ? = inconclusive; · = not tested or not shown; [ ] = remark or other dose. Cut-off read from the data, not from the text of the source, unless noted: active = inhibition above about 40%.

SMILES	Rac1 wt GTP bind	Rab2 wt GTP	Bim-Bcl-XL	Bim-Bcl-B	Rab7 wt modul	Rac1 act GTP bind	Cdc42 wt	Bim-Bcl-W	Bim-Bcl-2	HRas wt GTP	Bfl-1 Bim block
O=c1c(Cl)c(Nc2cccc(Cl)c2)cnn1-c1nc2ccccc2s1	98	95	-2	-4	96	98	95	0	3	96	4
Cc1ncsc1CCOC(=O)c1ccccc1	102	98	-1	0	99	100	102	1	-1	99	0
O=C(O)Cn1nnnc1-c1ccc(F)cc1	99	93	2	0	97	93	93	-1	1	93	0
Cc1ccc(-c2n[nH]c(=S)n2/N=C/c2c(C)nn(-c3ccccc3)c2C)cc1	99	99	-2	-18	97	96	94	0	1	99	6
NC(=O)Cn1c(=O)n(CCc2ccccc2)c(=O)c2c3c(sc21)CCCC3	98	93	-1	-2	94	96	98	-4	-1	96	0
N#Cc1ccc2ccn(CC(=O)N3CCCc4ccccc43)c2c1	129*[activator]	109	-11	-16	110	106	109	-3	-9	109	-13
O=C(O)C1CCCCN1S(=O)(=O)c1ccccc1 (stereo not given)	103	104	-2	0	102	100	106	2	2	104	2
Cc1ccc(CNC(=O)CSCc2ccccc2)cc1	97	98	-7	-5	106	93	94	-2	-7	98	-15
COc1ccc(CC2(CO)CCN(Cc3cccc4nccnc34)CC2)cc1	102	101	2	-3	108	97	100	1	-3	100	-4
O=[N+]([O-])c1ccc(Oc2cccc(F)c2)c2ccncc12	100	98	-4	-8	98	98	101	-1	-14	97	-15
CC1(C(=O)NCc2cccnc2)CCC(=O)N1Cc1cccs1 (stereo not given)	98	98	-5	-4	98	96	100	0	-3	97	-9
Fc1ccc(N2CCN(Cc3ccccn3)CC2)cc1	94	95	1	-5	95	98	95	2	0	97	-6
COc1ccc(OC)c(NC(=O)Cc2coc3cc(C)cc(C)c23)c1	106	98	-3	-7	100	100	103	2	-6	104	-10
C/C=N\NC(=O)CNC(=O)CNC(=O)c1ccccc1	99	96	0	-4	96	96	97	3	1	98	-6
O=C(O)COc1ccc(-c2nnn(Cc3ccccc3F)n2)cc1	96	94	0	3	92	94	97	4	0	97	1
O=C(CCc1ccccc1)Nc1nc2ccc(S(=O)(=O)N3CCOCC3)cc2s1	101	100	-1	-11	100	99	100	0	-5	102	-4
CCn1nnnc1SCC(=O)N1CCOCC1	103	100	-8	-7	101	99	100	-1	-10	100	-16
O=C(Nc1ccccc1)NC1(C(=O)NCc2ccco2)CCCCC1	101	102	-3	0	103	97	101	-3	-4	104	-1
O=C1NC(=S)S/C1=C1\Sc2ccccc2N1CCCS(=O)(=O)O	95	91	-2	4	89	92	98	-6	0	93	-10
CCNC(=O)Cc1ccc(Br)cc1	105	102	-2	-5	97	101	101	0	-7	101	-13
CCCOc1ccc(N2C(=O)CC(N(CCOC34CC5CC(CC(C5)C3)C4)C(C)=O)C2=O)cc1 (stereo not given)	98	97	-5	-3	103	95	97	-5	-5	100	-5
COc1ccccc1Nc1nc(-c2sc(NC(=O)C(C)(C)C)nc2C)cs1	100	98	1	-3	98	97	98	0	0	98	1
CC1CCN(CCCNC(=O)c2n[nH]c(=O)c3ccccc23)CC1	98	102	0	0	102	96	103	0	1	101	-1
O=C(Nc1cccc(C(=O)N2CCOCC2)c1)c1ncn[nH]1	104	104	-1	0	100	102	106	-4	-4	105	-1
CCCS(=O)(=O)Nc1c(C(=O)OC)[nH]c2ccccc12	105	102	-5	-3	99	100	102	-4	-1	102	0
N=c1c2c(-c3ccccc3)c(-c3ccccc3)n(Cc3ccco3)c2ncn1CCN1CCOCC1	107	107	-10	-3	109	102	111	-2	3	107	0
Cc1cccc(NC(=S)NC(=O)CCc2ccccc2)c1	100	98	-1	-4	96	97	100	-2	-1	98	-1
COc1ccnc(Oc2ccc(F)cc2)c1C(=O)N/C=N/OCc1cccc(F)c1	97	95	-3	2	98	93	99	1	-2	93	2
CCn1c(COc2ccc(Cl)cc2)nnc1SCC(=O)Nc1ccc2c(c1)OCCO2	103	98	0	0	97	97	97	2	0	97	0
COc1c(Br)cc(Br)cc1/C=C1/C(=O)N=C(N)N1C	98	95	0	1	96	97	99	-2	0	97	1
CCCCC(=O)Nc1cc([N+](=O)[O-])ccc1F	103	95	0	-4	99	97	98	-2	-3	100	-6
CC(=O)NC(Cc1ccc(F)c(F)c1)C(=O)NC1CCN(c2c(Cc3ccccc3)c(C)nc3ncnn23)CC1 (stereo not given)	94	96	-6	0	100	94	92	-6	-1	91	3
CCOC(=O)N1CCN(Cc2nc3c(c(=O)n(C)c(=O)n3C)n2CCC(C)C)CC1	105	105	-7	-9	103	100	105	-6	-8	100	-4
COc1cccc(C2CC(C(F)(F)F)n3ncc(C(=O)NCc4ccco4)c3N2)c1 (stereo not given)	105	102	-3	-10	101	102	100	0	-6	101	-14
O=C(COc1ccc(Cl)cc1)Nc1ncc([N+](=O)[O-])s1	97	92	-1	4	94	93	94	-4	1	93	5
Cc1cc(C(F)F)n2nc(C(=O)Nc3sc4c(c3C(N)=O)CCC4)nc2n1	97	96	-6	-17	97	99	102	-1	-2	98	1
O=C(CCS(=O)(=O)c1ccc(Br)s1)NCc1ccccc1	107	100	-6	-6	102	100	105	-1	-8	102	-14
COc1ccc(NC(=O)c2cccs2)cc1O	95	93	-1	-2	91	96	94	-2	-8	95	-12
CC(C)(C)C1CCc2c(sc(NC(=O)CSc3ncn[nH]3)c2C#N)C1 (stereo not given)	102	99	-14	-19	92	100	101	-10	-8	100	6
Cc1cnc(C(=O)Nc2nccs2)cn1	107	107	-3	6	106	102	106	-4	-2	108	-2
C=CCN1CCN(C(c2ccc(OC)c(OC)c2)c2nnnn2C(C)(C)C)CC1 (stereo not given)	107	100	-5	-7	99	101	103	-2	-9	101	-23
Oc1c(C(c2ccccn2)N2CCOCC2)ccc2cccnc12 (stereo not given)	?	?	-9	-10	?	?	?	-2	-11	?	-13
NC(=O)c1cccc(C(N)=O)n1	90	97	-1	-3	95	94	94	-3	-4	95	-4
CCOC(=O)c1sc2nc(C)cc(C)c2c1NC(=O)c1ccco1	106	98	-6	-4	98	101	103	0	-11	103	-12
CCCNC(=O)C(=O)NCCC1=CCCCC1	103	106	0	-3	104	101	105	-1	0	105	-4
Cc1ccc(N2C(=O)CSC23C(=O)Nc2ccccc23)cc1 (stereo not given)	103	101	-7	-7	100	99	101	-4	-11	100	-14
CC(C(N)=O)N1C(=O)C2C3C=CC(C3)C2C1=O (stereo not given)	107	102	-7	-6	100	102	104	-1	-5	103	-6
Oc1ccccc1C(=S)N1CCCCC1	101	99	4	0	97	99	99	1	0	97	4
Cc1nc(NC(=O)CSc2nnc(-c3ccc4c(c3)OCO4)o2)c(Cl)cc1Cl	?	?	-3	-3	?	?	?	0	0	?	0
O=C(CCCC(=O)OCC(F)(F)C(F)F)Nc1ccccc1F	97	97	-3	-3	101	95	98	0	-2	97	-5
CN1c2ccccc2N(C)C1c1ccc2c(c1)OCO2	103	100	0	-5	100	99	103	-2	-4	101	-3
C=CCn1c(SCC(=O)NCC2CCCO2)nc2scc(-c3ccco3)c2c1=O (stereo not given)	98	98	0	0	101	94	100	0	0	100	3
COc1ccccc1CNC(=O)COC(=O)Cc1c(F)cccc1Cl	100	95	2	4	97	96	100	0	1	97	3
COC(=O)CSc1nc(Cc2ccccc2)nc2ccccc12	101	96	1	-1	101	95	95	-2	-4	98	-7
Cc1ccc(Nc2nc(COC(=O)C3CC3)cs2)cc1	102	97	-4	-7	98	97	101	-7	-6	96	-3
COC(=O)c1ccc(NC(=O)CS(=O)(=O)Cc2ccccc2)cc1	106	102	-6	-9	103	100	103	-5	-10	104	-24
CCC(=O)N1CCN(c2ccc(NC(=O)c3ccc4c(c3)OCCO4)cc2)CC1	94	96	-2	15	95	92	91	0	-2	93	-7
O=C(c1ccc2ccccc2c1)C1CCCN(C(=O)CCn2cnnn2)C1 (stereo not given)	102	97	-5	-1	98	98	95	0	0	96	-7
COc1cc([N+](=O)[O-])c(C(=O)N2CCOCC2)c([N+](=O)[O-])c1	102	101	-1	-7	96	100	97	-4	-2	99	0
O=c1c2ccccc2nc(-c2ccccc2)n1CCCN1CCOCC1	101	104	0	-1	97	100	106	-1	-2	104	-2

Further structures follow.
SMILES	Rac1 wt GTP bind	Rab2 wt GTP	Bim-Bcl-XL	Bim-Bcl-B	Rab7 wt modul	Rac1 act GTP bind	Cdc42 wt	Bim-Bcl-W	Bim-Bcl-2	HRas wt GTP	Bfl-1 Bim block
CC(=O)NC1=NC(=O)/C(=C/c2cn(C(C)=O)nc2-c2ccccc2)S1	96	89	0	-6	87	94	90	0	1	93	-2
O=c1cc(NCCO)c2ccccc2o1	107	102	-4	-12	101	101	109	0	-5	103	-16
C=CCn1c(SCC(=O)NCc2ccccc2)nnc1-c1ccccc1O	104	106	-3	-6	102	102	107	-1	-4	105	-1
COc1ccccc1CN1C[C@@H]2C[C@@H](c3ccccc3C)N3CCC[C@@]23C1=O	94	97	-3	-3	89	95	96	0	-1	94	-5
CCOc1ccccc1NC(=O)c1c(NC(=O)CCC(=O)O)sc2c1CCCCC2	96	93	-1	-3	98	91	93	2	1	96	-3
O=C(CSCCSCC(=O)c1ccco1)c1ccco1	107	102	-9	-8	100	100	103	2	-9	103	-10
CCCC(=O)Nc1ccccc1NC(=O)c1ccc(OCC)cc1	106	100	-1	-5	104	97	100	-4	-2	103	-7
Cc1ccc(NC(=O)C2(c3ccc([N+](=O)[O-])cc3)CCCC2)cc1	103	100	-10	-4	101	99	98	-5	-6	102	-8
CCN(CC)S(=O)(=O)c1ccc(-c2nnc(SCC(=O)Nc3ccc(OC)cc3)o2)cc1	103	99	·	·	98	98	97	·	?	98	·
O=C(c1ccc(N2CCCCCC2)c([N+](=O)[O-])c1)N1CCc2ccccc21	99	96	-5	-3	96	98	94	0	-2	97	-1

Assay outcomes as filed in PubChem.
